High-throughput results from PubChem.
ERK EGF inh: qHTS Assay for Inhibitors of the ERK Signaling Pathway using a Homogeneous Screening Assay; Stimulation with EGF | HEK293-V1b, EGF-stimulated phospho-ERK AlphaScreen | Potency, µM (doses to about 11.5 µM), inactives show at the top dose activity change, negative = inhibition, most hits filed as inhibitors | actives 0.41% (n = 130,000) | AID 1454, 2008; active = well fitted inhibition curve with a large enough effect; inconclusive = small, poorly fitted or top-dose-only effect, or effect the other way;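 also: plate controls were stimulated vehicle wells for no effect and unstimulated vehicle basal for full effect; nearly all actives have a fitted effect of over 55% in size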
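Readout: AlphaScreen signal for phosphorylated ERK in lysed HEK293 cells stably expressing V1b. Stimulus 25 nM EGF, 5 min, following 30 min compound exposure. Data scaled to DMSO basal and full EGF activation.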
Numbers without * were called inactive; u = inconclusive; & = joins results of further samples; [ ] = remark or other dose. Potency is read from the fitted curve at half-maximal effect. A portion of the library. The share of hits here may be higher or lower than overall.

ERK EGF inh	Compound
-5%	CSc1nc(-c2ccc(Cl)cc2)c(C#N)c(=O)n1C
0%	O=[N+]([O-])c1cc(Br)c(OCc2nnc(-c3ccccc3)o2)c(Br)c1
8%	CCOC(=O)C1C(=O)C=C(/C=C/c2ccc(N(C)C)cc2)CC1c1ccccc1 (configuration not stated)
4%	CCOC(=O)C1CCN(C(=O)C(CC)c2ccccc2)CC1 (configuration not stated)
0%	COc1cccc(Cn2c(NCC(C)C)nc3c2c(=O)n(C)c(=O)n3C)c1
4%	O=C(Nc1nnc(SCc2ccccc2Cl)s1)c1cccc([N+](=O)[O-])c1
-7%	COc1ccc(/C=N/Nc2cc(C)nc(-n3nc(C)cc3C)n2)c(OC)c1
2%	Fc1ccc(-c2n[nH]c(=S)n2/N=C/c2c[nH]c3ccccc23)cc1
-10%[57.5 µM]	COc1ccc([N+](=O)[O-])cc1NS(=O)(=O)c1ccc(C)cc1
-6%[57.5 µM]	COc1ccc2c(=O)c(-c3ccc(OC)c(OC)c3)coc2c1
0%	CCOc1ccc(NC(=O)CSc2nnc(-c3ccoc3C)n2CC2CCCO2)cc1 (configuration not stated)
-9%[57.5 µM]	CC(C)c1ccc(NC(=O)C2CC(=O)Nc3nc4ccccc4n32)cc1 (configuration not stated)
0%	Cc1c(C(=O)N/N=C/c2ccc(O)cc2)sc(=S)n1C
-2%	O=C(O)CCc1n[nH]c(=S)[nH]c1=O
u	Brc1ccc(Nc2ncnc3[nH]ncc23)cc1
8%	O=C(O)c1cccc2c1C(=O)c1ccccc1C2=O
-12%[57.5 µM]	O=C(CSc1nnnn1-c1ccc(F)cc1)NNC(=O)c1ccco1
-6%	COc1cccc(CNC(=O)CC(NC(C)=O)c2ccccc2)c1 (configuration not stated)
15%	CCN(c1ccc(NS(=O)(=O)c2cc(Cl)ccc2Cl)cc1)C(C)C
-9%[57.5 µM]	O=C(CN1CCN(Cc2ccccc2)CC1)N/N=C/c1cccnc1
28%	NC(=NC(=O)c1ccc(Cl)cc1)N1N=CCC1c1ccccc1 (configuration not stated)
-2%	CCOc1ncccc1C(=O)N1CCCSC1=Nc1ccc(C(C)=O)cc1
2%	CCc1ccccc1NC(=O)Cc1cn(C)c2ccccc12
21%	Cc1csc(SCC(=O)NCCc2ccc(Cl)cc2Cl)n1
-4%	COc1ccc(CNC(=O)C2CCN(S(C)(=O)=O)CC2)cc1
-1%	Cn1ccnc1Sc1ccc(C=O)cc1[N+](=O)[O-]
-10%[57.5 µM]	COc1ccc(C(CCNC(C)c2ccccc2)C(C)C)cc1 (configuration not stated)
-1%	O=C(CCNC(=O)c1ccc([N+](=O)[O-])cc1)Nc1ccc(N2CCOCC2)cc1N1CCOCC1
-3%	O=C(c1cc2ccccc2oc1=O)N(Cc1cccs1)Cc1ccccc1Cl
-10%[57.5 µM]	CC[C@H](C)[C@H](NC(N)=O)C(=O)NCCc1ccc(OC)cc1
-2%	NS(=O)(=O)c1ccc(NC(=S)NC2CCCCC2)cc1
-2%	OCCN1CCN(CC(O)COCc2ccc3c(c2)OCO3)CC1 (configuration not stated)
-3%	CC1CN(S(=O)(=O)c2ccc(C(=O)Nc3sccc3C(N)=O)cc2)CC(C)O1 (configuration not stated)
5%	O=C(N/N=C\C=C\c1ccc2c(c1)OCO2)c1ccc(F)cc1
1%	CCCCOc1ccc(N(CC(=O)NCC2CCCO2)C(=O)CCC(=O)Nc2nccs2)cc1 (configuration not stated)
-4%	Cc1ccc(-c2ccccc2[C@@H]2C[C@H]3CN(C)C(=O)[C@]34CCCN24)o1

Overlap with the part before: six compounds, followed by the next part.
ERK EGF inh	Compound
-2%	NS(=O)(=O)c1ccc(NC(=S)NC2CCCCC2)cc1
-2%	OCCN1CCN(CC(O)COCc2ccc3c(c2)OCO3)CC1 (configuration not stated)
-3%	CC1CN(S(=O)(=O)c2ccc(C(=O)Nc3sccc3C(N)=O)cc2)CC(C)O1 (configuration not stated)
5%	O=C(N/N=C\C=C\c1ccc2c(c1)OCO2)c1ccc(F)cc1
1%	CCCCOc1ccc(N(CC(=O)NCC2CCCO2)C(=O)CCC(=O)Nc2nccs2)cc1 (configuration not stated)
-4%	Cc1ccc(-c2ccccc2[C@@H]2C[C@H]3CN(C)C(=O)[C@]34CCCN24)o1
15%	C/C(=N/OCO/N=C(\C)c1ccc(F)cc1F)c1ccc(F)cc1F
0%	CC[C@H](C)[C@@H](NC(=O)O[C@H]1C(=O)c2cc(OC)ccc2O[C@@H]1c1ccc(OC)c(Br)c1)C(=O)OC
5%[57.5 µM]	CN1N=C2c3ccccc3CCC2C1c1ccc(F)cc1 (configuration not stated)
-4%	Fc1cccc(NC(=S)N2CCn3cccc3C2c2cccnc2)c1 (configuration not stated)
-15%	CCNS(=O)(=O)c1cccc(C(=O)c2c(C)cc3ccccn23)c1
-2%	CCc1ccc(NC(=S)Nc2cc(C(=O)O)ccc2N2CC3CC(C2)c2cccc(=O)n2C3)cc1 (configuration not stated)
u	COc1cc(/C=C(\C#N)C(=O)Nc2ccc3c(c2)OCCO3)ccc1O
7%	c1ccc(-c2nn3cnnc3c3ccccc23)cc1
4%	CC(C)(C)C(=O)NC(=S)NNC(=O)C(c1ccccc1)c1ccccc1
1%[57.5 µM]	O=C(CSc1nc(O)cc(=O)n1-c1ccccc1)Nc1nc2ccccc2s1
2%[57.5 µM]	Cc1nn(C)c(C)c1/C=C(/C(=O)C(C)(C)C)n1cncn1
12%	CC1CCC(C(C)(C)O)CC2=C1CCC2C (configuration not stated)

Looked up one by one from the entries so far:
ERK EGF inh	Compound
7%	c1ccc(-c2nn3cnnc3c3ccccc23)cc1
-4%	Fc1cccc(NC(=S)N2CCn3cccc3C2c2cccnc2)c1 (configuration not stated)

New compounds follow.
ERK EGF inh	Compound
1%	COC(=O)c1ccc(NC(=O)c2cc(-c3ccccn3)nc3ccccc23)cc1
-1%	Cc1cc(C)nc(Oc2ccc(Br)cc2Br)n1
10%[57.5 µM]	N/C(=N\S(=O)(=O)c1ccc(Cl)cc1)N1CCOCC1
u	CS(=O)(=O)N1CCC2(CC1)CN(C(=O)Nc1cccc(C#N)c1)C2
u	CCOC(=O)c1c(CSC(=N)N)n(-c2ccc(Br)cc2)c2cc(Br)c(OC(C)=O)cc12
-1%	O=C(CSc1ccc(-c2nc3ccccc3[nH]2)cn1)Nc1ccc(S(=O)(=O)N2CCCC2)cc1
0%	O=C(/C=C/c1ccco1)N/C(=C\c1ccccc1)C(=O)NCCc1nc2ccccc2[nH]1
1%	O=C(c1cccs1)N1CCN(Cc2ccccc2[N+](=O)[O-])CC1
1%[57.5 µM]	Cc1ccc(OCC(=O)N(Cc2ccc(N(C)C)cc2)C2CCS(=O)(=O)C2)cc1C (configuration not stated)
-3%[57.5 µM]	CCCNC(=O)c1c(Cl)cnn1-c1ccc(C)cc1
32%	CCOC(=O)c1sc(/N=C/C2=C(O)CC(C)(C)CC2=O)c(C(=O)OCC)c1C
-9%	Cc1ccc(C(=O)Nc2scc(-c3ccccc3)c2C(=O)O)o1
7%	CCS(=O)(=O)Nc1ccc(-c2cc(-c3ccccc3)c3cc(C)ccc3n2)cc1
-6%	Cc1c(Cl)cccc1NC(=O)[C@@H](NC(=O)c1ccccc1Cl)C(C)C
0%	CCNS(=O)(=O)c1ccc(NC(=O)Cn2cc([N+](=O)[O-])cn2)cc1
-7%	O=C(CNC(=S)N(Cc1ccccc1)Cc1cccs1)NCc1ccc(F)cc1
-2%	Cc1cnc(C(=O)OCC(=O)N2CCc3ccccc32)cn1
-4%	CCCCNC(=O)c1ccccc1NC(=O)CCC
-8%[57.5 µM]	COc1cc(CCCN2C(=O)C(=O)NC[C@@H]2c2ccccc2)cc(OC)c1OC
-14%[57.5 µM]	COc1ccc2c(C=O)cn(C)c2c1
2%	COc1ccc(N2CC(C(=O)NC3=NCCS3)CC2=O)cc1 (configuration not stated)
-4%	Cc1n[nH]c(C)c1SCC(=O)Nc1ccc(F)cc1
-7%&11%	Cc1cc(C(=O)N[C@H](c2ccccc2)[C@@]2(C)C[C@@H]2[C@@H](C)C(=O)Nc2ccc3ccccc3c2)no1
1%	O=C(NC1CCCCC1)C1c2ccccc2C(=O)N1Cc1ccc2c(c1)OCO2 (configuration not stated)

Reprinted from the part before: 2 entries, then new ones.
ERK EGF inh	Compound
-7%&11%	Cc1cc(C(=O)N[C@H](c2ccccc2)[C@@]2(C)C[C@@H]2[C@@H](C)C(=O)Nc2ccc3ccccc3c2)no1
1%	O=C(NC1CCCCC1)C1c2ccccc2C(=O)N1Cc1ccc2c(c1)OCO2 (configuration not stated)
5%[57.5 µM]	COc1cc(CN2CCc3ccccc3C2)ccc1O
-6%	COc1ccc(C)cc1NC(=O)c1ccc(OC(F)F)cc1
1%	Cc1ccc(/C=N\NC(=O)Cc2cccn2C)o1
-7%	O=C(O)CN1C(=O)/C(=C\c2cn(CC(=O)N3CCOCC3)c3ccccc23)SC1=S
-1%	CCCC(=O)Nc1cc2c(cc1C(C)=O)OCCO2
0%	COCCCNC(=O)Cn1nnc(-c2ccc(NC(=O)c3ccccc3F)cc2)n1
u	COc1ccc(C2C(C(=O)c3ccccc3)N3c4ccccc4C=CC3C2[N+](=O)[O-])cc1 (configuration not stated)
-2%	Cc1nc2ccccc2nc1CN1CCN(Cc2ccc(F)c(F)c2)C(CCO)C1 (configuration not stated)
-4%	CCOC(=O)c1ccc(N=C2SC(C(=O)Nc3ccc(C(=O)O)cc3)CC(=O)N2Cc2cccs2)cc1 (configuration not stated)
10%	Cc1cc(C)nc(N2CCCC(C(=O)NCC(c3ccccc3)c3ccccc3)C2)n1 (configuration not stated)
-23%	O=c1c(-c2ccccc2)coc2cc(O)cc(O)c12
-1%	Cc1cc(C(=O)N/N=C/c2ccccn2)n[nH]1
-1%	CCOC(=O)C1=C(C)Nc2sc(C(=O)c3ccc(F)cc3)c(N)c2C1c1ccc(C(=O)OC)cc1 (configuration not stated)
-2%	O=C1CCC(/C=C/c2ccccc2)=NN1Cc1ccc(F)cc1
-3%	O=C(NCc1ccccc1)c1nc[nH]c1C(=O)NCc1ccccc1
0%	CC(Sc1nnc2c(n1)C1CCC2(C)C1(C)C)C(=O)Nc1ccccc1 (configuration not stated)
2%[57.5 µM]	COc1cccc(C2c3[nH]c4ccccc4c3CCN2Cc2cnn(C)c2)c1 (configuration not stated)
-5%	O=C(O)c1cccc(N/N=C/c2cn(-c3ccccc3)nc2-c2cccs2)c1
8%	CCCN(CCC)CC(O)Cn1cc(/C=C/C(=O)c2cccs2)c2ccccc21 (configuration not stated)
0%	O=c1cc(O)c2c(=O)n(-c3ccccc3)c3c(c2o1)CCCCC3
15%	C=C1C[C@@]23C[C@@]1(O)CCC2[C@@]12C=CC(O)[C@](C)(C(=O)O1)C2C3C(=O)O (some centres not stated)
2%	CCOc1ccc(-n2c(SCC(=O)NC3CCS(=O)(=O)C3)nnc2-c2cccnc2)cc1 (configuration not stated)
8%	O=C(CN1CCN(Cc2ccccc2)CC1)N/N=C/C=C/c1ccccc1[N+](=O)[O-]
7%[57.5 µM]	NS(=O)(=O)c1ccc(NC(=S)NC(=O)c2ccco2)cc1
-9%	CC(Oc1ccccc1)C(=O)NC1=NCCS1 (configuration not stated)
5%	O=[N+]([O-])c1ccc(N2CCN(S(=O)(=O)c3ccccc3)CC2)cc1NCC1CCCO1 (configuration not stated)
2%[57.5 µM]	Cc1nnsc1C(=O)N1CCC(C(=O)c2ccccc2)CC1
4%	CC(C)=NOC(=O)c1ccc(-c2ccccc2)cc1
-9%	Nc1ncnc(N2CCOCC2)c1N
-5%[57.5 µM]	Cc1nc(SCCO)c([N+](=O)[O-])[nH]1
0%	O=C(CN1CCOCC1)Nc1ccc([N+](=O)[O-])cc1Br
-4%	O=C(O)c1cc(-c2ccc(/C=N/Nc3ccc([N+](=O)[O-])cn3)o2)ccc1Cl
13%	CN=C1CC(C)(C)CC(=O)/C1=C(/O)CCCN1C(=O)c2ccccc2C1=O
3%	CCOC(=O)c1ccc[n+](CC(=O)c2ccc(OC)cc2)c1
0%	CC(=O)c1ccc(NC(=O)CSc2nc(N)c3cc4c(nc3n2)CCCC4)cc1
0%	CN(C)CCNC(C(=O)Nc1cc(Cl)cc(Cl)c1)c1ccccc1 (configuration not stated)
-15%[57.5 µM]	O=C(Nc1cc(-c2ccccc2)[nH]n1)c1ccccc1F
7%[57.5 µM]	COc1ccc(C(CNC(=O)c2ccc(S(=O)(=O)N3CCCC3)cc2)N2CCOCC2)cc1 (configuration not stated)
4%	CC(C)NCCCCOc1ccc(Br)cc1Cl
10%	Cc1ccc2nc(C)cc(C(=O)OCC(=O)Nc3cccnc3Cl)c2c1
-2%	NNc1nc2ccc(Cl)cc2s1
-17%	CC(=O)N1CCC[C@@]2(CCN(Cc3nccs3)C2)C1
1%	CCCCNC(=O)CCCCC(=O)N/N=C/c1ccccc1Cl
5%	Cc1csc(NC(=O)/C=C/c2ccc3c(c2)OCO3)n1
11%	O=S(=O)(c1ccc(F)c(F)c1F)N1CCN(C(=S)Nc2ccccc2)CC1
-1%	Cc1ccc2c3c([nH]c2c1)C(=O)CC(C)(C)S3
3%	CS(=O)(=O)N(CC(=O)NC1CCCC1)c1ccc(Oc2ccccc2)cc1
0%&1%	O=C(NCc1ccccc1)[C@H]1C[C@@H]1[C@H](NP(=O)(c1ccccc1)c1ccccc1)c1ccccc1
-3%	Cc1cccc(C)c1NC(=S)N(Cc1ccco1)C1CCN(C(C)C)CC1
